High-throughput results (PubChem BioAssay)
Gal4-VP16 FLuc = VP16 counterscreen qHTS for inhibitors of ROR gamma transcriptional activity; Drosophila S2 Gal4-VP16 UAS-luciferase, luminescence, 20 h; Potency, µM (titrated, usually from 53.6 µM), inactives show at the top dose activity, negative = inhibition, actives largely listed as inhibitors; 310,000 tested, 3.5% active;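 further: Gal4-VP16 expression switched on by copper sulfate through the metallothionein promoter; on the % scale 0 is the no-effect control and ±100 the full control effect; nearly all actives have a fitted effect of over 50% in size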
MBNL1 CUG block = qHTS Assay for Inhibitors of MBNL1-poly(CUG) RNA binding; Muscleblind-like protein 1 (Homo sapiens), Q9NR56; TR-FRET MBNL1-His/biotin-(CUG)12 binding, 665/545 ratio; Potency, µM (doses to about 57.5 µM), for inactives: at the highest dose activity change, negative = inhibition, hits mostly inhibitors; 280,000 tested, 0.036% active; AID 2675, 2010; active means well fitted inhibition curve with a large enough effect in the signal ratio, with a control signal flat, not every such curve was filed as active; inconclusive means small, poorly fitted or top-dose-only effect, or effect the other way, or a change in a side signal; inactive means no such curve, though single readings can be large or run the other way; the % refers to the signal ratio; further: on the % scale 0 is the no-effect control and ±100 the full control effect
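TR-FRET readout: Ex 340 nm, 665/545 nm emission ratio, normalized to buffer-only (basal) and MBNL1-(CUG)12 controls. Complex of MBNL1-His with Biotin-(CUG)12, compounds 92 nM–58 uM, incubated 60 min at room temperature.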
FLuc modulator = qHTS profiling assay for firefly luciferase inhibitor/activator using purifed enzyme and Km concentrations of substrates (counterscreen for miR-21 project). purified FLuc, Km substrates, luminescence inhibition. Potency, µM (titrated, usually from 57.5 µM), inactives show at the highest dose activity change, negative = inhibition, usual class: inhibitors. 360,000 tested, 6.9% active;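 further: plate controls were vehicle for no effect and reference inhibitor for full effect; nearly all actives have a fitted effect of over 55% in size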
Target sequence (P08659 whole entry, looked up): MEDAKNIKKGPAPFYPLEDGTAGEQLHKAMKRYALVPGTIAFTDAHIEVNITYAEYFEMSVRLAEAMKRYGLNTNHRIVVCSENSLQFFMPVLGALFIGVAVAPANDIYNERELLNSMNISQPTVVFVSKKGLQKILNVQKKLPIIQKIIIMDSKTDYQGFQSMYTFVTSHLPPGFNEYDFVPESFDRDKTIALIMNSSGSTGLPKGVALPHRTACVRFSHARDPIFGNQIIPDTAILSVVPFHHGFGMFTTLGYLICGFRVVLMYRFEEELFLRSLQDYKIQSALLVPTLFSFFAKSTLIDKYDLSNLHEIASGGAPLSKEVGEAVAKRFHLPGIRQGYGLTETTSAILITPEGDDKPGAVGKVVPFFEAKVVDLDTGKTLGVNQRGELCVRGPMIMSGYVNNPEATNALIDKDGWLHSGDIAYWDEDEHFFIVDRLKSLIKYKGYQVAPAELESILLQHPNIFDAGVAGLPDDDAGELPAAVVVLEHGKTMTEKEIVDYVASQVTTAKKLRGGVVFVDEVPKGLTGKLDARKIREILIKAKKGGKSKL
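Purified P. pyralis luciferase, 10 nM final, with Km-level 10 uM D-luciferin and 10 uM ATP in 50 mM Tris acetate pH 7.5, 10 mM Mg acetate, 0.01% Tween-20, 0.05% BSA; 6-point qHTS titration about 60 µM downward; luminescence read.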
p53 reactivator = qHTS assay for re-activators of p53 using a Luc reporter; Potency, µM (top dose mostly 92.2 µM), inactives show at the top dose activity change, positive = activation, actives largely listed as activators; H1299 p53-A138V BP100-luciferase reporter, luminescence, 24 h; AID 504706, 2011; 320,000 tested, 0.063% active; further: % of control where 0% means no effect; nearly all actives have a fitted effect of over 45% in size
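H1299 (p53-null), stable ts p53-A138V + BP100-Luc; 1000 cells/well, Opti-MEM/10% FBS; cpd 4 pt, 1:5; 24 h, 37 deg C, 5% CO2; detection reagent 10 min RT; luminescence.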
RORgamma inh = qHTS for inhibitors of ROR gamma transcriptional activity; Nuclear receptor ROR-gamma (Mus musculus), P51450; Drosophila S2 Gal4-RORgamma UAS-luciferase reporter, 20 h; Potency, µM (top dose mostly 53.6 µM), for inactives: at the highest dose activity change, negative = inhibition, hits mostly inhibitors; 310,000 tested, 5.4% active; AID 2551, 2010; further: on the % scale 0 is the no-effect control and ±100 the full control effect; nearly all actives have a fitted effect of over 60% in size
Target sequence (P51450 whole entry, looked up, the tested form may be a part): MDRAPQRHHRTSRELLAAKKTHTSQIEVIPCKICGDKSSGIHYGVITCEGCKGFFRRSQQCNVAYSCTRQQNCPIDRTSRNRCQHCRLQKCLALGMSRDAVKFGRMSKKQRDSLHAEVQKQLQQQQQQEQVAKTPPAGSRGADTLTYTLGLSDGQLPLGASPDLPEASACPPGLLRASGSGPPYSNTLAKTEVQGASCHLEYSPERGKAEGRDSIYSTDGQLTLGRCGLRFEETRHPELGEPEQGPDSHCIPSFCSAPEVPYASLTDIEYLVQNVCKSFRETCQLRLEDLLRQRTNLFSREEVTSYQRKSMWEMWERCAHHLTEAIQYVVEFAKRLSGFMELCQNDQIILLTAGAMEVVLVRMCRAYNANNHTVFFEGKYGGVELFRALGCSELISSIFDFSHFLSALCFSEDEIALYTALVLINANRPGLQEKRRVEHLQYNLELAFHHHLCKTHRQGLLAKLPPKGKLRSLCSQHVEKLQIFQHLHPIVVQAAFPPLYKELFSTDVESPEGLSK
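Read-out: Photinus luciferase luminescence; inhibitors lower reporter signal. Insect Schneider cells with Gal4-ROR gamma fusion under metallothionein promoter, UAS reporter; 700 uM final copper sulfate induction, 20 hr, ambient temperature.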
NPC1 promoter act = qHTS Assay for NPC1 Promoter Activators. 320,000 tested, 2.4% active. Huh7 NPC1 promoter luciferase reporter, 24 h. Potency, µM (titrated, usually from 9.22 µM), without a hit: top-dose activation, most hits filed as activators;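 further: % of control where 0% means no effect; nearly all actives have a fitted effect of over 60% in size; reporter is driven by a mutant NPC1 promoter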
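NPC1 promoter–luciferase Huh7 cells; 24 h compound; luminescence.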
ELG1 genotox = qHTS screen for small molecules that induce genotoxicity in human embryonic kidney (HEK293T) cells expressing luciferase-tagged ELG1 | 330,000 tested, 1.3% active | Potency, µM (doses to about 46 µM), for inactives: at the highest dose activity change, positive = activation, most hits filed as activators | AID 504466, 2011 | HEK293T ELG1-luciferase reporter, luminescence, 16 h; further: % of control where 0% means no effect; nearly all actives have a fitted effect of over 60% in size
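Reporter readout depends on ELG1 protein level, which increases with genetic stress. After 16 hr compound exposure at 37 °C, luciferase activity was quantified using ONE-Glo.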
uPA surface inh = qHTS for Inhibitors of Cell Surface uPA Generation; 330,000 tested, 0.31% active; Potency, µM (doses to about 38.3 µM), for the others: at the top dose activity change, negative = inhibition, hits mostly inhibitors; cell surface uPA generation assay, qHTS; active means well fitted inhibition curve with a large enough effect; inconclusive means small, poorly fitted or top-dose-only effect; inactive means no such curve, though single readings can be large or run the other way; tested in mouse RAW 264.7 cells; further: on the % scale 0 is the no-effect control and ±100 the full control effect; nearly all actives have a fitted effect of over 55% in size
BRCA1 expr act = qHTS Assay to Identify Small Molecule Activators of BRCA1 Expression; MCF7-BRCA1-FFLuc reporter, luminescence, 48 h; response scale: scaled: vehicle 0%, 10 µM genistein 100%; AID 624202, 2012; Potency, µM (doses to about 46.1 µM), without a hit: top-dose activation, hits mostly activators; 380,000 tested, 1.1% active; further: nearly all actives have a fitted effect of over 80% in size; some results filed as inactive show a strong effect at the top dose
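Activators of BRCA1 expression were detected as increased firefly luciferase luminescence in engineered MCF7 cells after 48 h compound incubation. Signals were scaled to genistein 10 microM as full activation.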
Rab9 prom act = qHTS Assay for Rab9 Promoter Activators; Huh7 Rab9 promoter-luciferase reporter, luminescence, 24 h; Potency, µM (series often up to 9.22 µM), for inactives: top-dose activation, negative = inhibition, hits mostly activators; 320,000 tested, 2.8% active; further: % of control where 0% means no effect; nearly all actives have a fitted effect of over 60% in size
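Using Huh7 cells stably transfected with Rab9 promoter–luciferase, compounds were incubated 24 h at 37 °C, 5% CO2; luciferase luminescence was read 10 min after reagent addition.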
CXXC DNA block = qHTS Fluorescence Polarization Assay for Inhibitors of MLL CXXC domain - DNA interaction | Potency, µM (series often up to 115 µM), without a hit: top-dose activity change, negative = inhibition, usual class: inhibitors | AID 2662, 2010 | MLL-CXXC / FITC-HOXA9 DNA fluorescence polarization | 290,000 tested, 0.037% active | Histone-lysine N-methyltransferase 2A (Homo sapiens), Q03164; active means well fitted inhibition curve with a large enough effect in the polarisation, with a control signal flat, not every such curve was filed as active; inconclusive means small, poorly fitted or top-dose-only effect, or effect the other way, or a change in a side signal; inactive means no such curve, though single readings can be large or run the other way; the % refers to the polarisation
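Purified MLL-CXXC (added from a 7 uM solution) was preincubated 5 min at ambient with pinned compounds in 50 mM Tris-HCl pH 7.5, 50 mM NaCl, 1 mM DTT, 0.05% BSA. Fluorescein-labeled HOX-A9 DNA (50 nM solution) followed, 30 min, then polarization read.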
Active calls of the source: *; u = inconclusive; x = no result given; [ ] = remark or other dose. Unless noted, the call rests on the fitted dose curve; in most records, active means well fitted curve in the direction sought with a large enough effect; inconclusive means small, poorly fitted or top-dose-only effect, or another doubt; inactive means no such curve, though single readings can be large; an effect the other way counts as inactive or inconclusive. Potency means the concentration at half of the fitted maximal effect. A portion of the library. The share of hits here may be higher or lower than overall.

SMILES	Gal4-VP16 FLuc	MBNL1 CUG block	FLuc modulator	p53 reactivator	RORgamma inh	NPC1 promoter act	ELG1 genotox	uPA surface inh	BRCA1 expr act	Rab9 prom act	CXXC DNA block
Cc1c(Cl)cccc1NC(=O)CC1SCCNC1=O (stereo not drawn)	13%	-7%	6%	7%	14%	-1%	6%	-2%	27%	1%	5%
COc1ccc(C2CC(c3ccccc3)=NN2c2ccc(S(N)(=O)=O)cc2)cc1OC (stereo not drawn)	-4%	u	-1%	1%	8%	-5%	1%	5%	-49%	-3%	u
CCCCNC(=O)CSc1nc2ccc(Nc3nc(N4CCOCC4)nc(N4CCOCC4)n3)cc2s1	-7%	-12%	-1%	-8%	-9%	2%	-9%	-10%	-37%	1%	-26%
Cc1cc(C)c2nc3sc(C(=O)N4CCOCC4)c(N)c3cc2c1	u	u	0.21µM*	18%	10µM*	2.2µM*	1.5µM*	-79%	-37%	u	3%
CCOc1ccc2nc(NC(=O)C(NS(=O)(=O)c3cccs3)C(C)C)sc2c1 (stereo not drawn)	-19%	10%	0%	-1%	-32%	0%	-6%	x	-27%	-4%	14%
O=C1NC(=O)/C(=C\c2ccc(OCc3cccc(C(=O)O)c3)c(Cl)c2)N1	-2%	u	0.6µM*	-10%	u	u	-3%	0%	-30%	2.2µM*	-17%
CC(=O)Nc1ccc(S(=O)(=O)Nc2nc3ccccc3nc2N2CCCCCC2)cc1	-1%	3%	0%	-6%	-5%	-2%	5%	1%	4%	-1%	-3%
COc1cc(OC)c(C(=O)Nc2ccc3ccccc3c2)cc1OC	-4%	-2%	4.8µM*	22%	34%	u	u	5%	u	2.5µM*	-8%
O=C(c1cccs1)N1CCc2c([nH]c3ccccc23)C1c1ccc(Cl)cc1 (stereo not drawn)	6%	-2%	0%	u	15%	-2%	-5%	6%	-50%	-3%	0%
Cc1cc(C)n(-c2ccc(C(=O)NCCCN3CCOCC3)cc2)n1	4%	-5%	1%	20%	-23%	-2%	0%	0%	0%	-2%	-4%
COc1ccc(C(C(=O)NC2CCCC2)N(Cc2cccnc2)C(=O)c2snc(C(N)=O)c2N)cc1 (stereo not drawn)	-5%	u	0%	-7%	30%	-3%	1%	-5%	-25%	1%	7%
CCC(=O)Nc1ccc(C(=O)CSc2nnc(-c3ccc(O)cc3)n2CC2CCCO2)cc1 (stereo not drawn)	0%	-5%	1%	0%	6%	-1%	0%	x	2%	-3%	-7%
CC(C)c1nc2sc3ccccc3c(=O)c2c(=O)n1Cc1ccccc1	2%	-1%	-10%	-4%	0%	-4%	-6%	8%	-18%	-9%	17%
COc1ccc(Nc2cnn(-c3nc4ccccc4s3)c(=O)c2Cl)cc1	u	x	11µM*	-18%	9%[10 µM]	u	u	-10%	-45%	u	4%
O=C(COc1ccc2c(c1)CCC2)N1CCN(c2ccc(F)cc2)CC1	7%	5%	2%	-3%	8%	0%	-10%	13%	-20%	-1%	-7%

Next part; it opens with the three that closed the last part.
SMILES	Gal4-VP16 FLuc	MBNL1 CUG block	FLuc modulator	p53 reactivator	RORgamma inh	NPC1 promoter act	ELG1 genotox	uPA surface inh	BRCA1 expr act	Rab9 prom act	CXXC DNA block
CC(C)c1nc2sc3ccccc3c(=O)c2c(=O)n1Cc1ccccc1	2%	-1%	-10%	-4%	0%	-4%	-6%	8%	-18%	-9%	17%
COc1ccc(Nc2cnn(-c3nc4ccccc4s3)c(=O)c2Cl)cc1	u	x	11µM*	-18%	9%[10 µM]	u	u	-10%	-45%	u	4%
O=C(COc1ccc2c(c1)CCC2)N1CCN(c2ccc(F)cc2)CC1	7%	5%	2%	-3%	8%	0%	-10%	13%	-20%	-1%	-7%
COc1ccc(C(=O)C2CCCN(C/C=C/c3ccccc3OC)C2)c(OC)c1 (stereo not drawn)	-15%	2%	-1%	-3%	1%	0%	-11%	-2%	2%	-3%	-9%
Cc1ccc(NC(=O)CN2C(=O)NC3(CCCC3)C2=O)nc1	x	x	4%	4%	x	0%	-3%	4%	8%	2%	x
O=C(CCCCCN1C(=O)c2ccccc2C1=O)NC1CCCC1	-1%	-7%	0%	-1%	9%[10 µM]	3%	-8%	-2%	-6%	4%	4%
COc1ccc(NC(=O)CN2CCN(c3ccccc3C)CC2)cc1	-7%	-2%	6%	x	2%	3%	0%	3%	-22%	-3%	-3%
CCn1ccc(=O)c2cc3c(cc21)OCO3	x	x	-1%	6%	x	-1%	-2%	-6%	1%	-1%	x
COCCN(C(=O)COC(=O)c1cc2ccccc2cc1OC)c1c(N)n(Cc2ccccc2)c(=O)[nH]c1=O	x	x	3%	-9%	x	0%	1%	-4%	0%	1%	x
O=C(O)CC1C(=O)NCCN1Cc1cccs1 (stereo not drawn)	-1%	2%	-1%	-1%	-13%	-7%	1%	6%	-2%	-5%	13%
COCCN(CCOC)CC(O)COC(c1ccccc1)c1ccccc1 (stereo not drawn)	-8%	-10%	-2%	-3%	4%	-6%	-2%	-3%	11%	-5%	19%
Cc1ccc(-n2nc3c(=O)n(C(C)C(=O)NCCC4=CCCCC4)nc(C)c3c2C)cc1 (stereo not drawn)	-29%	1%	9%	-10%	36%	-26%	-9%[9.26 µM]	u	-42%	-29%	8%
CCOC(=O)c1ccccc1NC1c2ccccc2C(=O)N1C1CCN(C(=O)OCC)CC1 (stereo not drawn)	-12%	-10%	-1%	-23%	22%	-3%	-3%	15%	-43%	-2%	6%
COc1cccc(/C=C(/C#N)c2nc3ccccc3[nH]2)c1OC(C)C(=O)O (stereo not drawn)	0%	7%	0%	-3%	15%	-5%	-3%	-2%	-21%	-9%	-1%
CC1(C)Cc2cccc(OCC(=O)N3CCN(c4ccc([N+](=O)[O-])cc4)CC3)c2O1	-18%	u	6%	-20%	u	-5%	-2%	-7%	-57%	-3%	12%
Cc1cc(C)nc(SCC(=O)Nc2ccc(S(=O)(=O)NC(C)(C)C)cc2)n1	-2%	1%	1%	-2%	21%	-1%	-3%	x	-48%	-4%	-4%
O=C(c1cc(COc2ccc(F)c(F)c2)on1)N1CCN(C/C=C/c2ccccc2)CC1	-24%	-4%	-18%	16%	u	8%	0%	8%	41%	2%	-5%
CN(C)CCCn1c(=O)n(Cc2ccco2)c(=O)c2c3c(sc21)CCCCC3	-4%	x	-1%	-2%	-7%	-2%	-1%	-5%	-27%	12%	37%[activator]
O=C(Cn1cc([N+](=O)[O-])cn1)Nc1ccn(Cc2c(F)c(F)cc(F)c2F)n1	-2%	12%	4%	-4%	-12%	-4%	-2%	-3%	4%	-2%	2%
CC(=O)CSc1nnc(CSc2ncccn2)n1C1CCCCC1	5%	-2%	0%	21%	17%	-2%	0%	-10%	-16%	-2%	1%
CCn1c(C)nc2cc(C(=O)N/N=C/c3cccc(O)c3O)ccc21	11µM*	9%	8.5µM*	u	2.2µM*	-19%	u	-17%	-33%	-13%	-5%
N#Cc1ccc(OCC(=O)N/N=C2/CC(c3ccccc3)Oc3ccccc32)cc1 (stereo not drawn)	11µM*	x	-2%	-5%	11µM*	1%	5%	6%	-47%	-14%	9%
CC/C(=N\NC(=O)C(N)=O)c1ccccc1O	u	-8%	1%	-10%	u	-2%	-5%	-6%	-10%	-1%	10%

Part of the list above, limited to Rab9 prom act:
canonical_smiles | Rab9 prom act
CC(=O)CSc1nnc(CSc2ncccn2)n1C1CCCCC1 | -2%
CCn1c(C)nc2cc(C(=O)N/N=C/c3cccc(O)c3O)ccc21 | -13%
N#Cc1ccc(OCC(=O)N/N=C2/CC(c3ccccc3)Oc3ccccc32)cc1 (stereo not drawn) | -14%
CC/C(=N\NC(=O)C(N)=O)c1ccccc1O | -1%
